Bioassay records deposited in PubChem BioAssay by several laboratories.
N-glyco inh: N-linked glycosylation inhibition; actives 0.23% (n = 360,000); reporter increase, % at 12.5 µM; AID 588692; D54 ERlucT glycosylation luciferase reporter, 24 h; percent of 100 nM tunicamycin response;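 active = mean luciferase reporter signal, scaled so untreated is 0 and the glycosylation-blocking control 100, at or above a set limit in every replicate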;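 also: luciferase carries N-glycosylation sites so blocking glycosylation raises the light; 0% = median of neutral control wells and 100% = median of 100 nM tunicamycin wells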
m5-HT2A agonist: mouse HTR2A agonism via beta-arrestin recruitment. P35363. CHO-K1 mHTR2A beta-arrestin complementation, luminescence; percent of 30 µM serotonin response. activation, % at 7.6 µM. actives 0.66% (n = 360,000);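 active = activation above a run cutoff, the mean activation of all tested compounds plus 3 SD, cut at about 14% in these data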;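 also: 0% = plate median of compound wells and 100% = 30 µM serotonin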
Target sequence (P35363 whole entry, looked up): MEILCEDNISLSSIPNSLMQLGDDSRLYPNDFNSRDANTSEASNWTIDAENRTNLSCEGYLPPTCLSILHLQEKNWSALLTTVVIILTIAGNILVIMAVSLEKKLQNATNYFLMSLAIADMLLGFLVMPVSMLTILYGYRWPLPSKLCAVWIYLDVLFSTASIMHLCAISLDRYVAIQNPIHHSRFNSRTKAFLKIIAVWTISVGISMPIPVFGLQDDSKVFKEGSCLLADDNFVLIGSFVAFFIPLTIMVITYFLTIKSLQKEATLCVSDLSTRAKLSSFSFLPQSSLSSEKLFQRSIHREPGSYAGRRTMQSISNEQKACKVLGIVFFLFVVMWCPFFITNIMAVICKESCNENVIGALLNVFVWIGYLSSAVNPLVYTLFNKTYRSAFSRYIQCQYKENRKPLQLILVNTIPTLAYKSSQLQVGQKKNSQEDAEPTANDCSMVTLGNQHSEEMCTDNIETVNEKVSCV
Vif inh: blocks HIV Vif function | AID 602346 | inhibition, % at 7.49 µM | HEK293T cells, Vif self-association by quenched fluorescence, imaging, 24 h | actives 0.35% (n = 340,000); in the data active = inhibition above about 50%, passing the limit was not always enough; also: some results filed as inactive read as strong as hits
PDI inh: PDI (human) enzyme inhibition; P07237; PDI insulin aggregation turbidity, A650, 90 min; inhibition, % at 10 µM; actives 0.052% (n = 350,000);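 active = mean inhibition across replicates of 30% or more, whatever share of single replicates reach that level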;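 also: absorbance from insulin aggregation driven by PDI reduction with DTT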
Target sequence (P07237 whole entry, looked up): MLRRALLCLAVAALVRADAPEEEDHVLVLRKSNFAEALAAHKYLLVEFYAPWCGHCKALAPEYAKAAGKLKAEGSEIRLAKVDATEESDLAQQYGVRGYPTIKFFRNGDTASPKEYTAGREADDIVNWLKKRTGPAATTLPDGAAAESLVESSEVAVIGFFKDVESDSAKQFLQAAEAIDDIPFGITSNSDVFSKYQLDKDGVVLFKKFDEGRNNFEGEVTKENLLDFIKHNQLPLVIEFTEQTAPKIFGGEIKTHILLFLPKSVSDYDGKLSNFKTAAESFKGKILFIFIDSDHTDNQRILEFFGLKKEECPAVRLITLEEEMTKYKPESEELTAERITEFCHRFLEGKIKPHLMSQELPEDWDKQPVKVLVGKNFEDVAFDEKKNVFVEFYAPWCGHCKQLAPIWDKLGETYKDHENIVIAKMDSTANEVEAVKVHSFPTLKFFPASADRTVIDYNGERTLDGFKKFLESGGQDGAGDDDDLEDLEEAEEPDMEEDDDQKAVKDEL
Cardio protect: modulators protecting cardiomyocytes from myocardial damage; H9c2 cardiomyocytes, H2O2 injury protection, ATPLite, 2 h; protection from H2O2 cell death, % at 20 µM; actives 0.63% (n = 360,000); AID 588492;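 active = compounds giving at least 50% protection of heart cells from peroxide-induced death in the single-dose screen, raw or plate-pattern-corrected value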;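 also: 0% = DMSO wells with peroxide and 100% = DMSO wells without peroxide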
MC4R barr agon: agonists of human melanocortin 4 receptor (MC4R) beta-arrestin; AID 540308; activation, % at 8.9 µM; U2OS MC4R beta-arrestin complementation, luminescence; percent of melanotan II response, DMSO zero; actives 0.98% (n = 360,000); P32245;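 active = activation above a per-plate cutoff, the mean activation of sample wells on that plate plus 3 SD, cut at about 8% in these data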
CaV13 FRET inh: Disruptors of the CACNA1D IQ motif to Ca2+-dependent inactivation inhibitor domain association, primary screening, Förster resonance energy transfer in intact living …. HEK cells, CFP/YFP FRET ICDI-IQ, plate reader, 10 min; percent FRET-ratio fall versus neutral wells. inhibition, % at 12.3 µM. actives 0.098% (n = 340,000). AID 743397;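 active = mean replicate inhibition of at least 30% and at least 1% of replicates passing that level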;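 also: 0% = median of the neutral control wells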
MC4R antag cAMP: human MC4R antagonism in cAMP assay; P32245; MC4R-expressing cells, MTII-stimulated cAMP, LANCE TR-FRET; inhibition, % at 6.5 µM; actives 0.48% (n = 360,000); AID 540295;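 active = inhibition above its plate's cutoff, the mean of tested wells on that plate plus 3 SD, cut at about 29% in these data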;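 also: 0% = Melanotan II alone and 100% = Melanotan II plus saturating MCL0020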
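System: U2OS cells stably expressing human melanocortin 4 receptor (MC4R). Reagent: Melanotan II challenge after compound preincubation. Doses: 6.5 µM. Times: 30-min compound, 1-h challenge, 1-h detection, room temperature. Measured by: TR-FRET with Eu-cAMP and labeled anti-cAMP, 671 nm. Replicates: singlicate.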
aDG glyco up: increases alpha dystroglycan glycosylation | Pro5-aDG cells, alpha-DG glycosylation AlphaScreen (IIH6); 0% Pro5, 100% B10-LARGE cell signal | activation, % at 10 µM | actives 0.22% (n = 360,000) | AID 624168;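 active = activation of at least 8% versus controls, or a plate z-score of at least 8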;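 also: Pro5 are CHO cells carrying HIG-tagged alpha-DG that lacks glycosylation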
ABCB6 inh MLPCN: human ABCB6 transporter inhibition. K562-ABCB6 porphyrin accumulation, flow cytometry, 1 h; stronger effect = lower value. AID 602162. actives 0.19% (n = 360,000). fluorescence ratio to DMSO, % at 10 µM. Q9NP58;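 active = fluorescence ratio to DMSO below 75%, the collection mean minus 3 SD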;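 also: signal is porphyrin accumulated inside mitochondria; 100% equals median channel fluorescence of DMSO control wells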
* hit, by the source's call; x = not tested or not shown.

smiles	N-glyco inh	m5-HT2A agonist	Vif inh	PDI inh	Cardio protect	MC4R barr agon	CaV13 FRET inh	MC4R antag cAMP	aDG glyco up	ABCB6 inh MLPCN
COCCCNC(=O)c1c[nH]c2ccc(S(=O)(=O)N3CCc4ccccc43)cc2c1=O	0.8	-6.0	-14.5	5.2	1.6	0.2	-17.4	28.4	0.6	86.0
CC(C)(C)S(=O)(=O)N1C[C@@H]2CC/C=C\C/C=C\2[C@H]1CCO	0.5	-6.4	x	-3.9	0.3	0.0	-8.9	4.5	-0.1	91.0
COc1ccc(C)cc1Nc1n[n+](-c2ccccc2)c(-c2ccc(SC)cc2)s1	16.2	0.1	-3.2	1.0	-10.1	-0.3	-8.7	-10.6	0.6	101.0
CC(=O)Oc1ccc2c(c1)OC(c1ccccc1)CC21CC(C)(C)NC(=O)N1 (stereo not drawn)	1.2	1.9	6.1	15.7	-1.1	-0.6	-5.1	3.1	-0.2	106.0
c1csc(C2Nc3cccc4cccc(c34)N2)c1	2.9	-2.2	14.5	4.0	-9.5	-0.3	-5.3	4.5	-0.1	89.0
Cc1ccc(C)c(N2CCN(C(=O)C3CCN(c4nnc(N5CCCC5=O)s4)CC3)CC2)c1	2.1	0.0	-20.0	-3.4	2.3	-1.3	-5.7	9.4	1.1	92.0
CC1CC(C(O)c2ccccn2)C(=O)C(C(O)c2ccccn2)C1 (stereo not drawn)	0.0	4.9	-14.1	1.3	-6.5	-0.6	-16.6	7.6	0.1	97.0
CCN(CC)S(=O)(=O)c1ccc2oc(C(=O)O)c(C)c2c1	-5.3	7.7	17.0	-9.1	7.4	-1.7	-1.0	6.1	-0.2	108.0
CCn1c(/C=C/c2cc[n+](C)cc2)nc2ccccc21	-0.5	-0.8	-6.5	-5.1	4.8	-1.4	-126.4	-8.7	-0.2	92.0
CCS(=O)(=O)N1Cc2cc(C(=O)N(C)C)nc(-c3cccc(-c4ccc(F)cc4)c3)c2[C@H]1CCO	x	-0.9	x	x	x	x	-10.4	x	0.3	101.0
COCCNC(=O)C(c1ccc(C)cc1)N(C(=O)CCC(=O)Nc1ccccn1)c1ccc(C)cc1 (stereo not drawn)	-1.4	-2.1	-7.5	-2.4	-2.2	0.5	-3.1	-3.6	-0.1	174.0
CCCCn1c(N)c(N(CC(C)C)C(=O)CSCC(=O)Nc2ccc(C)cc2)c(=O)[nH]c1=O	0.1	-2.8	9.4	0.2	1.6	0.4	-14.6	-1.1	0.2	97.0
COCCn1c(SC(C)C(=O)NCC2CCCO2)nc2scc(-c3ccc(F)cc3)c2c1=O (stereo not drawn)	-0.8	-7.4	x	4.8	-2.0	-1.9	-1.0	3.4	0.2	96.0
Cc1cc(N)n(-c2ccc(C)c(C)c2)n1	0.4	1.4	-2.2	3.5	-5.8	0.3	-6.7	2.4	-0.1	98.0
CC1CCCC(C)N1C(=O)COC(=O)c1ccccc1C(=O)c1ccccc1 (stereo not drawn)	1.5	2.9	6.5	-2.0	1.6	0.8	-6.1	-3.9	0.0	100.0
CC(C)N1CCC1(C)C(=O)Nc1cccc2ccccc12 (stereo not drawn)	1.3	-2.3	20.6	-5.8	-4.3	-0.2	-7.0	4.6	0.1	106.0
Cc1ccc(N2C(=O)CCC2(C#N)c2ccccc2)cc1 (stereo not drawn)	1.5	-0.7	6.6	-0.1	-0.7	-0.7	-4.5	0.3	-0.1	94.0
C[C@@H]1CN([C@H](C)CO)C(=O)CCCn2nncc2CO[C@H]1CN(C)C	2.5	1.6	-3.7	11.9	-5.2	-0.2	-2.6	19.7	0.2	102.0
O=C(COc1ccccc1C(=O)O)NC1CCCc2ccccc21 (stereo not drawn)	0.5	0.2	-3.4	0.2	-4.0	0.8	-2.9	-4.5	0.0	96.0
N#Cc1c(Nc2cccc(F)c2)sc2c(O)cc(=O)[nH]c12	1.3	-1.3	3.3	-2.1	-5.1	-1.9	-11.9	2.4	-0.1	101.0
Cc1cc(SCc2cccc([N+](=O)[O-])c2)nc(=O)[nH]1	-3.7	0.3	-1.3	-0.8	-2.0	-1.5	-7.1	-1.6	-0.1	87.0
CCN1CCN(C(c2cccnc2)c2c(NC(=O)c3ccco3)sc(C)c2C)CC1 (stereo not drawn)	-4.0	-1.6	-1.3	6.2	6.1	-1.8	-2.4	4.9	0.0	96.0
O=c1oc2ccccc2c(N2CCCC2)c1[N+](=O)[O-]	-0.8	-1.7	3.4	-16.1	14.1	-3.5	-5.9	19.0	-0.3	98.0
CC(C)Oc1ccc(C(=O)NC2CCSc3ccccc32)cc1 (stereo not drawn)	-2.7	-3.7	-9.5	6.0	0.1	-2.7	-6.2	3.8	0.1	96.0
CCOC(=O)c1c[nH]n2c(=S)ncnc12	0.7	-4.5	-2.2	-0.9	-1.8	-1.3	-4.6	-7.1	0.3	93.0
O=C1C=C(c2cnc3ccccc3c2)C[C@@H](c2ccc3c(c2)OCO3)C1	6.3	3.7	8.4	-2.0	5.5	-0.2	-3.8	9.6	-0.1	96.0
COc1cc(/C=N/NC(=S)NC2CC3CCC2C3)ccc1O (stereo not drawn)	-3.6	-2.6	-1.5	4.0	-0.4	-0.3	-4.8	-5.3	0.4	95.0
Cc1ccccc1NC(=S)NCC1CCC(CNC(=S)Nc2ccccc2C)CC1 (stereo not drawn)	-1.7	1.9	5.5	-6.5	-4.5	0.6	-5.8	14.0	0.0	99.0
CC(C)c1ccc(/C=C2\SC(=S)N(CCC(=O)N3CCCCC3CCO)C2=O)cc1 (stereo not drawn)	-5.0	-4.4	6.5	-0.8	-17.2	2.8	-2.7	11.7	0.3	98.0
CC1=C(C(=O)Nc2ccccn2)C(c2ccccc2Cl)NC(=S)N1 (stereo not drawn)	0.3	-1.7	-8.8	9.5	-2.0	-2.5	-1.9	1.1	1.1	100.0
CCN(CC)C(=O)Cn1c(=O)n(CC(=O)N2CCCCC2)c(=O)c2sccc21	1.5	-3.7	0.6	6.7	2.8	-2.3	-2.5	8.9	-0.4	100.0
O=C(NCc1ccccc1)NC1(C(=O)N2CCN3CCCC3C2)CCCCC1 (stereo not drawn)	0.7	-4.4	6.3	13.0	12.8	-0.8	x	0.8	-0.3	104.0
CC(=O)N1CC(C)Sc2ccc(S(=O)(=O)NCCc3cccc(C)c3)cc21 (stereo not drawn)	-2.4	5.3	-5.2	-1.1	-15.1	-2.6	-13.3	6.7	0.7	89.0
COc1ccc(OC)c(-c2c(C#N)c(N)nc3c2c(=O)nc2sccn23)c1	2.8	0.3	-2.3	-7.1	5.1	1.5	-3.6	-43.5	-0.5	92.0
CCCCCCNC(=O)c1ccc(Br)o1	0.4	7.5	-10.9	1.7	1.5	1.8	-9.2	-1.1	0.0	97.0
COc1ccc(CN2C(=O)C(CC(=O)NC(c3ccccc3)c3ccccc3)CC(C(=O)N(C)C)=C2C)cc1 (stereo not drawn)	0.0	-6.5	2.6	2.3	4.2	0.1	-7.9	16.0	0.5	100.0
CSc1nnc(-c2cc3ccccc3cc2O)n1C	2.2	-1.1	-3.2	3.4	-1.8	-1.6	-1.3	5.1	2.7	97.0
Cc1cccc(N2C(=O)C3CCCN3C2=S)c1C (stereo not drawn)	0.8	-1.1	17.2	-6.9	-5.1	-2.9	-3.5	5.8	0.1	97.0
O=S(=O)(c1ccc(Br)cc1)c1nc(-c2ccccc2)oc1N1CCOCC1	0.3	4.3	-26.5	-3.2	-6.1	-0.6	-5.5	6.2	-0.1	98.0
COc1ccc(C2Nc3ccccc3C(=O)N2c2ccc(C)cc2)cc1COc1ccccn1 (stereo not drawn)	-7.4	1.3	0.2	9.5	-11.3	0.9	-7.0	1.1	0.2	90.0
C/C(=N\NC(=O)c1ccc2c(c1)OCO2)c1ccc(NC(=O)CCCC(=O)O)cc1	0.2	-4.4	0.1	-1.7	-0.9	-1.1	-3.0	2.4	0.2	85.0
COc1ccc(CNC(=O)C2CCCN(S(=O)(=O)c3ccc4c(c3)CCCN4C(C)=O)C2)cc1 (stereo not drawn)	-1.6	-0.4	-12.4	12.3	-7.5	0.1	-16.0	1.0	0.2	105.0
COc1ccccc1CCC(=O)Oc1ccc(C#N)cc1OC	4.3	9.9	-2.7	-5.0	-1.7	2.2	x	-3.2	-0.3	92.0
CC1CCC2(CC1)NC(=O)N(CC(=O)c1cn(CCC#N)c3ccccc13)C2=O (stereo not drawn)	5.3	-0.9	-4.5	3.5	-4.9	-1.8	-5.9	16.6	0.3	104.0
NS(=O)(=O)c1ccc(S(=O)(=O)N(CCc2ccccc2)Cc2ccccn2)cc1	-2.3	0.8	-8.7	-14.8	-0.5	-0.8	-9.4	7.4	0.0	94.0
O=C(Nc1ccc2nc(-c3cccnc3)[nH]c2c1)C12CC3CC(CC(C3)C1)C2	0.0	-4.8	-7.2	-4.5	-4.8	-1.8	x	15.0	-0.5	96.0

An excerpt of these results, with two lines to a compound:
Every second line gives: N-glyco inh, m5-HT2A agonist, Vif inh, PDI inh, Cardio protect, MC4R barr agon, CaV13 FRET inh, MC4R antag cAMP, aDG glyco up, ABCB6 inh MLPCN
CC1CCC2(CC1)NC(=O)N(CC(=O)c1cn(CCC#N)c3ccccc13)C2=O (stereo not drawn)
→ 5.3, -0.9, -4.5, 3.5, -4.9, -1.8, -5.9, 16.6, 0.3, 104.0
CC(=O)Oc1ccc2c(c1)OC(c1ccccc1)CC21CC(C)(C)NC(=O)N1 (stereo not drawn)
→ 1.2, 1.9, 6.1, 15.7, -1.1, -0.6, -5.1, 3.1, -0.2, 106.0
